PME-1 primary: PME-1 (human) inhibition; Q9Y570; recombinant PME-1, FP-Rh probe fluorescence polarization; inhibition, % at 5.9 µM; 0.53% of 320,000 active; AID 2130;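 active = inhibition above the campaign mean of all compounds plus 3 SD, cut at about 26% in these data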;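 also: competitive labeling of PME-1 active site by serine hydrolase directed probe; 0% = PME-1 with DMSO and 100% = wells lacking PME-1 enzyme; inhibitors block probe labeling so polarization falls and inhibition rises; many of its hits are not listed in these tables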
PAD4 FP inh: inhibitors of human PAD4 | Q9UM07 | recombinant PAD4, RCA probe fluorescence polarization | inhibition, % at 6.36 µM | 0.41% of 330,000 active | AID 485272;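 active = percent inhibition above a cutoff equal to the mean of all tested compounds plus 3 SD, cut at about 15% in these data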;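 also: 0% = PAD4 with RCA probe and DMSO and 100% = probe without PAD4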
Fam108B counter: Fam108B inhibition, counter-screen for RBBP9 inhibitors; recombinant Fam108B, FP-Rh probe fluorescence polarization; inhibition, % at 9.51 µM; 0.33% of 300,000 active; AID 1947;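 active = inhibition above the screen mean inhibition plus 3 SD, computed separately per campaign, cut at about 18% in these data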;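 also: inhibitors lower polarization as less probe binds the enzyme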
GLD-1 RNA inh: GLD-1-TGE RNA interaction inhibition (C. elegans) | Q17339 | purified GLD-1 + fluorescein TGE RNA, fluorescence polarization | inhibition, % at 5.96 µM | 0.44% of 320,000 active;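 active = percent inhibition above a per-plate cutoff, the plate mean of test compounds plus 3 SD, cut at about 30% in these data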;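 also: 0% = DMSO wells with GLD-1 and probe and 100% = wells lacking GLD-1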
Bcl-xL primary: Bcl-xL (human) inhibition; inhibition, % at 10.9 µM; AID 2129; GST-Bcl-xL / FITC-Bim BH3 peptide fluorescence polarization; Q07817; 0.7% of 320,000 active;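 active = inhibition above the mean of all tested compounds plus 3 SD, cutoff set per campaign, cut at about 30% in these data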;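 also: 0% = DMSO wells and 100% = unlabeled Bim-BH3 peptide competitor; inhibitors lower millipolarization by displacing the labeled peptide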
MEX-5 binding: C. elegans MEX-5 TCR-2 RNA binding activity. activity score (negative = inhibition of binding), % at 10 µM. Q9XUB2. AID 1832. MEX-5/FITC-TCR2 RNA binding, fluorescence polarization; active compounds read low. 0.38% of 300,000 active;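 active = inhibition past about -25% in most replicates, and total fluorescence under double the plate's negative control median, limit read from the data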;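 also: 0% = DMSO and -100% = 5 µM competing unlabeled TCR2 RNA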
Target sequence (Q9XUB2 whole entry, looked up): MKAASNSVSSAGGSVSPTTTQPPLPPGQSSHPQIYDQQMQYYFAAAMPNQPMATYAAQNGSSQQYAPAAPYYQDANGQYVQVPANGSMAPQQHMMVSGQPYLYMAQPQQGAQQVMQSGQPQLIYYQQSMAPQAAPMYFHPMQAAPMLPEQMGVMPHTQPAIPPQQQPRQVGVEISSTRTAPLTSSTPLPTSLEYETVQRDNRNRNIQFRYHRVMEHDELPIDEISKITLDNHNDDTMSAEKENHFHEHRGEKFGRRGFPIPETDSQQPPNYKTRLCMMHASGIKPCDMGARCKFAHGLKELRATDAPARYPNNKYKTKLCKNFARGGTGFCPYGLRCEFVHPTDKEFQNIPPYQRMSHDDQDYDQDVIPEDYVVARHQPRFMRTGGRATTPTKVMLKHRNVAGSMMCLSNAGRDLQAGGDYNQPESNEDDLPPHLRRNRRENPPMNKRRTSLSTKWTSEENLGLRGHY
GSTO1 counter: blocks human GSTO1 in RBBP9 counter-screen. AID 1974. P78417. inhibition, % at 5.96 µM. 1.1% of 300,000 active. recombinant GSTO1, activity-based probe fluorescence polarization;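 active = inhibition above the campaign mean inhibition plus 3 SD, cut at about 35% in these data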;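 also: 0% = GSTO1-1 with DMSO and 100% = wells lacking GSTO1-1 enzyme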
Target sequence (P78417 whole entry, looked up): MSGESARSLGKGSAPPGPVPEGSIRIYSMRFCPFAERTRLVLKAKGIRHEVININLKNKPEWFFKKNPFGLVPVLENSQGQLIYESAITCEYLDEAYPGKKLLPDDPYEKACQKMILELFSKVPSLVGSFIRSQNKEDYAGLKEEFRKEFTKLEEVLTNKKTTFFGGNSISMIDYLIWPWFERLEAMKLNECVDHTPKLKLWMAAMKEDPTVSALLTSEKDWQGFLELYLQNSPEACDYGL
MCL1 BIM primary: inhibitors of human MCL1 binding to BIM-BH3 peptide. Q07820. GST-MCL1 / FITC-Bim-BH3 fluorescence polarization. inhibition, % at 10.9 µM. 0.68% of 320,000 active;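 active = inhibition above the mean inhibition of all tested compounds plus 3 SD, set per campaign, cut at about 40% in these data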;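 also: 0% = DMSO wells and 100% = unlabeled Bim-BH3 peptide control; higher means more loss of mP so more displacement of Bim peptide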
Target sequence (Q07820 whole entry, looked up): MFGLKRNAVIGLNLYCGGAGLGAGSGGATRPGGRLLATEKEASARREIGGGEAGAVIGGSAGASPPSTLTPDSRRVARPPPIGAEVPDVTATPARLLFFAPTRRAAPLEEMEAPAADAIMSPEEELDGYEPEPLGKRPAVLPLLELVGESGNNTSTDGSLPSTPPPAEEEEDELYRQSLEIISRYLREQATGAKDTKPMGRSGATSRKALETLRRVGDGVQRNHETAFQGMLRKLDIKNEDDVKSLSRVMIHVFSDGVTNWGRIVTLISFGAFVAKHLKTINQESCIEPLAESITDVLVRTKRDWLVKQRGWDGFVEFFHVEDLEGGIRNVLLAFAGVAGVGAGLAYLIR
TPT1 inh: C. albicans TPT1 enzyme inhibition. inhibition, % at 5 µM. recombinant caTPT1, FP RNA substrate dephosphorylation. 0.81% of 300,000 active;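 active = inhibition above the mean of all tested compounds plus 3 SD, set per screening campaign, cut at about 24% in these data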;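 also: plate controls were DMSO alone for no effect and ferristatin control at 100 nM for full effect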
An asterisk follows results filed as active; . = no result given. A portion of the library; rates above refer to the full screens.

Results follow in this order: PME-1 primary	PAD4 FP inh	Fam108B counter	GLD-1 RNA inh	Bcl-xL primary	MEX-5 binding	GSTO1 counter	MCL1 BIM primary	TPT1 inh
1: O=C(CN(CC1CCCO1)C(=O)CNS(=O)(=O)c1ccc(Cl)cc1)NCc1ccc(F)cc1 (stereo not drawn)
→ 1	3	-5	1	2	1.4	1	-1	0
2: COc1ccccc1-c1cnnc(N/N=C/c2ccc(-c3cccc(Br)c3)o2)n1
→ 7	-9	3	1	-4	2.8	-1	-9	0
3: CCN(CC(=O)Nc1ccccc1C(F)(F)F)C(=O)c1cc(-c2cccs2)nn1-c1ccccc1
→ 9	-3	-9	2	-3	0.0	0	-10	2
4: CC1CCN(C(=O)CSc2nc(C(C)C)nc3c2c(=O)n(C)c(=O)n3C)CC1
→ 5	-6	-6	3	3	-1.3	4	-9	-1
5: COC(=O)c1cccc(C(=O)Nc2ccc(C)cc2)n1
→ 9	1	3	-2	2	1.7	-1	0	3
6: COc1cc2c(cc1NC(=O)c1cc(-c3cccnc3)nc3ccc(C)cc13)oc1ccccc12
→ -10	7	-10	1	1	-1.7	3	3	-1
7: CC(C)(C)c1ccc(-c2nnc(N)s2)cc1
→ -8	1	-1	-1	-3	-1.7	-1	-1	1
8: COc1cccc(NC(=S)N2CCC(NC(=O)c3ccco3)CC2)c1
→ -9	0	1	1	0	-0.2	2	5	-1
9: CC(C)(C)NCc1cc(Cl)ccc1OCc1ccccc1F
→ 2	-1	-2	0	-7	-2.2	1	-11	2
10: CCOc1ccc(S(=O)(=O)N2CCC(C(=O)N3CCCCCC3)CC2)cc1C
→ 4	5	-2	-1	2	1.2	2	-1	-1
11: O=C(CN1C(=O)C2CCCCC2C1=O)Nc1ccc(S(=O)(=O)Nc2ncccn2)cc1 (stereo not drawn)
→ -3	-1	-2	-2	5	2.9	1	6	1
12: COc1ccc(NC(=O)C(=O)Nc2cccc3cccnc23)cc1OC
→ -2	1	0	7	-3	-0.7	2	-4	-2
13: C/C(=N\NS(=O)(=O)c1ccc(C(C)(C)C)cc1)c1ccccc1
→ 3	-3	2	-1	4	2.3	-1	4	2
14: CC1=C(C(=O)OCC2CCCO2)C(c2ccsc2)C2=C(CC(C)(C)CC2=O)N1 (stereo not drawn)
→ 0	-1	1	0	5	0.7	2	5	-1
15: COc1ccc([C@H]2CC(=O)C=C(c3ccc4ncccc4c3)C2)cc1
→ 8	-5	.	-4	-5	.	.	-2	.
16: COc1ccc(S(=O)(=O)Nc2cc3c4c(c2)CCN4C(=O)CC3)cc1
→ 1	-5	-3	11	-1	-3.0	-4	2	-2
17: CC(=O)n1cc(/C=N/NC(=O)c2sc(C)nc2C)c2ccccc21
→ 4	-4	-12	1	6	-0.3	-4	8	-4
18: COc1cccc(NC(=O)c2nc3ncccn3n2)c1
→ 3	-4	0	6	5	0.9	-6	6	-1
19: CCOC(=O)C1=C(COC(=O)c2cc(S(=O)(=O)N(C)C)ccc2C)NC(=O)NC1C (stereo not drawn)
→ 7	0	.	9	-1	.	.	3	.
20: CC(C)C[C@H](NC(=O)OC(C)(C)C)c1nnc(SCc2ccccc2)o1
→ -7	7	-3	9	-2	-0.5	14	-1	4
21: COc1ccc(N(CC(=O)N2CCCCCC2)S(=O)(=O)c2ccccc2)cc1
→ 3	0	0	2	6	1.9	13	5	-5
22: CC(=O)Nc1ccc(NC(=O)COc2ccc(Br)cc2C)cc1
→ -93	-4	4	-6	1	0.3	-4	12	0
23: CSc1ccc(CN2CCN(C(=O)c3ccncc3)CC2)cc1
→ -5	-4	-3	-6	0	0.6	-7	-2	-1
24: COc1ccccc1NC(=O)Nc1nnc(-c2ccco2)s1
→ -12	-1	-6	6	3	-2.6	-12	1	1
25: Cc1ccccc1NC(=O)N1CCCC(c2nc(-c3ccc(F)cc3)no2)C1 (stereo not drawn)
→ 0	-6	1	-4	1	-0.5	8	-1	7
26: CCCc1nn(C)c2c1C(c1cccnc1)C(C#N)=C(N)O2 (stereo not drawn)
→ 2	-6	3	7	6	5.5	-3	8	0
27: COc1ccc(NS(=O)(=O)c2csc(C(=O)Nc3ccccc3)c2)cc1
→ -4	-5	-4	5	6	0.7	-9	-3	0
28: O=C(O)c1ccc(S(=O)(=O)N2CCC(c3nc(-c4ccccc4Cl)no3)CC2)cc1
→ 6	2	2	1	0	0.8	3	6	2
29: O=c1ccc2cc(S(=O)(=O)N3CCOCC3)ccc2o1
→ 1	3	0	6	5	-0.1	42*	0	-2
30: CC(C)(C)c1ccc(C(=O)NCCN2CCCC2)cc1
→ 1	1	4	-1	7	-0.3	7	9	-3
31: NC(=S)N/N=C/c1ccc(-c2ccc([N+](=O)[O-])cc2)o1
→ 13	-4	-39	2	-39	-2.4	11	-79	27*
32: CCOC(=O)C1=C(CN2CCc3ccccc32)NC(=O)NC1c1cccc([N+](=O)[O-])c1 (stereo not drawn)
→ 7	-2	1	1	3	2.3	6	-5	0
33: O=C1CN(C(=O)/C=C/c2ccc(Cl)cc2Cl)CCN1
→ -3	6	-4	1	4	1.5	1	-2	-3
34: CCC(=O)Nc1cc2c(cc1C(=O)c1ccccc1)OCCO2
→ -5	6	-3	0	2	-0.4	4	6	0
35: COc1ccc(C2CCCN2C(=S)Nc2cccc(Cl)c2C)cc1OC (stereo not drawn)
→ 8	-1	-1	7	5	-0.9	10	3	-4
36: O=C(COc1ccc(Br)cc1Cl)N1CCN(c2ccccn2)CC1
→ 12	-1	3	3	5	0.8	-3	10	-1
37: COc1ccc(-c2csc(NC(=O)CN3C(=O)C4CCCCC4C3=O)n2)cc1OC (stereo not drawn)
→ 7	-3	9	0	2	-4.7	2	-7	4
38: CCCSc1cc(Cl)nc(N)n1
→ 5	3	-4	6	6	2.5	3	2	-6
39: COc1ccc(C(=O)NNC2CC(=O)N(Cc3ccccc3)C2=O)cc1OC (stereo not drawn)
→ 8	2	2	0	5	2.0	-4	2	-6
40: CN(C)S(=O)(=O)c1ccc(C(=O)Nc2ccc3ncccc3c2)cc1
→ 3	3	3	2	2	5.2	-2	-5	2
41: COC(=O)c1ccc(C2/C(=C(/O)c3ccc4c(c3)CC(C)O4)C(=O)C(=O)N2Cc2cccnc2)cc1 (stereo not drawn)
→ -3	1	-7	0	2	-0.6	4	1	-3
42: Cc1ccc(NC(=O)CNC(C)c2ccccc2)cc1 (stereo not drawn)
→ 11	4	1	0	3	1.8	-2	5	0
43: CC1(C)CC(CCC(=O)Nc2ccc(S(N)(=O)=O)cc2)C(=O)O1 (stereo not drawn)
→ -2	0	-1	3	4	-0.2	5	6	0
44: O=C(COc1ccc(F)cc1)N(Cc1ccc(Cl)cc1)C1CCS(=O)(=O)C1 (stereo not drawn)
→ -2	-1	-6	-3	2	1.6	6	7	-3
45: NC(=O)c1ccc(-n2nnnc2Oc2ccccc2)cc1
→ 2	1	-2	2	1	-1.7	3	-5	0
46: O=C(COc1ccccc1[N+](=O)[O-])N1CCC(Cc2ccccc2)CC1
→ -2	-1	4	3	-3	0.7	3	0	3
47: CCOC(=O)c1ccc(N2C(=O)C3CCCN3C2=S)cc1 (stereo not drawn)
→ 3	6	.	9	6	.	.	16	.
48: COc1nccnc1NS(=O)(=O)c1ccc(NC(=S)NC(=O)c2cccnc2)cc1
→ 4	-3	-4	7	5	0.0	5	5	-1
49: COc1ccc(COC(=O)C2CCN(C(=O)c3ccc(Cl)cc3)CC2)cc1F
→ -6	4	.	3	0	.	.	-1	.
50: O=C1CSC(=Nc2ccc(O)cc2)N1
→ 3	1	5	2	7	2.0	4	2	-3
51: COc1cc(CO)cc(Br)c1OCC(=O)N1CCCCC1
→ -2	0	0	3	3	1.0	-4	-1	0
52: O=C(Oc1ccc(NC2=NS(=O)(=O)c3ccccc32)cc1)c1cccnc1
→ -3	-2	-5	13	2	1.5	-9	2	4
53: O=C(NCc1ccc(Cl)cc1)c1cnn2ccccc12
→ 1	-1	1	-5	0	-1.0	2	4	1
54: COc1ccc(CNC(=O)c2cccnc2)cc1
→ -1	-2	-2	0	5	-0.4	3	3	0
55: CCOC(=O)N1CCC(NC(=O)c2ccc(CS(=O)c3cccc(Cl)c3)o2)CC1 (stereo not drawn)
→ -1	4	4	9	0	1.5	-4	3	2
56: O=C(NCc1ccon1)C1CCC(=O)N(Cc2cccc(C(F)(F)F)c2)C1 (stereo not drawn)
→ -1	1	-3	-1	4	-0.7	-2	5	-3
57: CC(=O)N1CCC(=NNc2ncc(C(F)(F)F)cc2Cl)CC1
→ 0	-1	3	10	5	3.8	-5	7	-3
58: COc1ccc(CCNC(=O)Cn2c(=O)n(CC3CCCO3)c(=O)c3ccccc32)cc1OC (stereo not drawn)
→ -6	-3	-6	0	-2	-1.3	-3	-4	5
59: Cn1c(CNC2CCCCC2)nc2ccccc21
→ -11	1	-1	-6	-1	2.7	15	7	-1
60: CC(C)NC(=O)N(Cc1ccc(Cl)cc1)Cc1cccs1
→ -1	-1	1	5	2	0.0	6	4	-5

New compounds follow.
Results follow in this order: PME-1 primary	PAD4 FP inh	Fam108B counter	GLD-1 RNA inh	Bcl-xL primary	MEX-5 binding	GSTO1 counter	MCL1 BIM primary	TPT1 inh
61: O=C(Cc1cccc2ccccc12)Nc1nnc(-c2cccc([N+](=O)[O-])c2)s1
→ -8	-1	-21	2	2	-0.7	1	2	1
62: COc1ccc(C(=O)N2CCN(S(=O)(=O)c3ccc(Cl)cc3)CC2)cc1OC
→ 2	-2	0	-2	2	-1.5	3	9	-2
63: COc1ccc(-c2nc(CN3CCN(c4ncccn4)CC3)c(C)o2)cc1C
→ -11	-14	7	1	5	-0.4	-2	0	0
64: C/C(=N/O)c1no[n+]([O-])c1/C(C)=N\O
→ 2	0	3	1	5	-1.6	-3	1	0
65: COC(=O)c1cc(=O)nc2sc(-c3ccccc3)nn12
→ 7	0	2	8	3	3.1	4	4	0
66: Cc1ccc(C)c(N/N=C2\CCCNC2=O)c1
→ -6	-10	-1	-2	11	-1.0	8	2	0
67: COc1cccc(N2CCN(C(=O)CN(c3cc(C)cc(C)c3)S(=O)(=O)c3c(C)noc3C)CC2)c1
→ 9	-1	3	5	5	0.0	-2	2	-1
68: O=C(Nc1ccc(S(=O)(=O)Nc2ncccn2)cc1)c1nn(Cc2ccccc2)c(=O)c2ccccc12
→ -6	-2	-2	-2	-2	-3.5	-11	-1	0
69: COc1ccc(O)c(/C=N/NC(=O)CCC(=O)Nc2cccc(C)c2)c1
→ 2	4	-1	4	6	-1.6	-3	6	-2
70: CC1(C2(O)CC(c3ccccc3)ON2)CCCCC1 (stereo not drawn)
→ -4	4	-2	0	4	0.8	5	-1	-1
71: O=C(CCc1ccccc1)Nc1nc2n(n1)C(c1ccccc1)CC(=O)N2 (stereo not drawn)
→ 3	-3	0	1	0	0.8	-2	-6	-4
72: CCOc1ccc(C(C(=O)NC2CCCC2)N(Cc2ccccc2)C(=O)c2nsc(Cl)c2Cl)cc1 (stereo not drawn)
→ -7	1	-8	1	2	0.9	-7	1	-2
73: Cc1ccc2cccc(OCC(=O)c3cc(C)n(Cc4ccco4)c3C)c2n1
→ -2	2	3	4	3	1.2	-4	6	-1
74: COc1cccc(-c2cc(C(=O)Nc3ccc([N+](=O)[O-])cn3)c3ccccc3n2)c1
→ -7	-5	-7	-1	-1	1.7	-2	-4	1
75: CN(C)c1ccc(C(=S)N2CCN(S(=O)(=O)c3ccccc3)CC2)cc1
→ -3	1	3	1	8	-0.1	0	4	3
76: COc1ccc(C/C(N)=N/n2cnnc2)cc1Cl
→ 0	2	3	4	3	-0.2	-6	-2	-3

High-throughput results deposited in PubChem by several laboratories.
